Assay outcomes: PubChem BioAssay, several laboratories
HIF activator: HIF pathway transcriptional activation. U2OS HRE-luciferase reporter, luminescence; normalized: DMSO 0%, desferrioxamine 100%. activation, % at 7.5 µM (by protocol). hit rate 0.32% among 300,000;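 active = mean activation of at least 10% of the iron chelator positive control signal, with at least half of replicates also reaching 10%; inconclusive = mean and replicate majority disagree about reaching 10%; inactive = mean and most replicates under 10%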
HSP90 inh: blocks HSP90-mediated luciferase refolding in reticulocyte lysate; inhibition, % at 5.6 µM; Rabbit reticulocyte lysate, luciferase refolding luminescence, 3 h; AID 1789; hit rate 0.91% among 290,000;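 active = inhibition above the screen-wide mean plus 3 SD, computed separately per campaign, cut at about 16% in these data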;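 note: 0% = DMSO wells and 100% = 60 µM geldanamycin wells; inhibitors lower the luminescence because luciferase stays unfolded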
aSyn 5UTR inh: MLPCN primary screen, SNCA 5' untranslated region | alpha-synuclein 5'UTR reporter, inhibitor activity | hit rate 0.82% among 300,000 | inhibition, % (tested at 7.5 µM); in the data active = inhibition above about 60%; inconclusive = no clear call, values can overlap the other calls;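 note: H4 neuroglioblastoma cells stably carrying SNCA 5'UTR luciferase fusion; 0% = DMSO wells and 100% = positive control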
IEC-6 cytotox: counter-screen for KLF5 inhibitors: cytotoxicity in IEC-6 cells; IEC-6 cytotoxicity, luminescence viability; inhibition, % at 5 µM; hit rate 0.78% among 290,000; in the data active = inhibition above about 22%;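 note: 0% = plate median of test compound wells and 100% = cytotoxic reference compound wells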
KLF5 inhibitor: inhibitors of KLF5 expression; hit rate 0.23% among 290,000; inhibition, % at 5 µM; AID 1700; DLD-1 KLF5 promoter-luciferase reporter, luminescence;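 active = inhibition above a per-plate limit of that plate's mean compound inhibition plus 3 SD, cut at about 60% in these data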;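 note: 0% = DMSO wells and 100% = LY294002 at 200 µM; higher means less KLF5 promoter-driven luciferase light; inactives centre near -14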
HSF-1 act: increases HSF-1 driven luciferase reporter signal; NIH3T3-HGL HSF-1 luciferase reporter, MG132, 8 h; 100% = twice DMSO control signal; activation, % at 9 µM; hit rate 1.7% among 300,000; AID 504408;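 active = mean replicate activation of at least 50% with a set share of replicates each reaching 50%; inconclusive = only one of those two conditions met; inactive = mean below 50% and too few replicates reaching it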;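 note: 0% = median of the neutral control wells and 100% = twice that signal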
AI-2 QS modul: Vibrio harveyi AI-2 quorum sensing modulation | Vibrio harveyi JMH597 AI-2 luminescence/OD600 ratio, 9 h; active compounds read low; strain lacks LuxN and CqsS sensors; 0 = neutral-control median | activity change, % at 7.5 µM | hit rate 0.4% among 300,000; in the data active = activity change below about -75%, passing the limit was not always enough; inconclusive = no clear call, values can overlap the other calls;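 note: luminescence divided by OD600 gain over 9 h not by final OD600 alone; inactives centre near 13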
SKKanGAS inh: SKKanGAS growth inhibition; S. pyogenes SKKanGAS, kanamycin growth, BacTiter-Glo, 6 h; inhibition, % at 7.5 µM; hit rate 1.3% among 300,000;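 active = mean replicate score, as percent of positive control median, at least 50; inconclusive = mean below 50 but one replicate at or above 50; inactive = mean and every replicate below 50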;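 note: strain carries kanamycin resistance gene driven by streptokinase promoter and grows in 40 µg/ml kanamycin; loss of luminescence reflects streptokinase promoter inhibition or plain growth inhibition; 0% = median of DMSO wells and 100% = positive control at its reference dose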
Platelet DG rel: modulates dense granule release in human platelets. human platelet-rich plasma, SFLLRN dense granule ATP release, luminescence. AID 1663. hit rate 0.22% among 300,000. inhibition, %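 (compounds screened at 7.5 µM in platelet-rich plasma)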;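 active = mean replicate score, as percent of positive control, at or above 50; inconclusive = mean below 50 but at least one replicate at or above 50; inactive = mean and every replicate below 50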
HSF1 inh: HSF1 inhibition | NIH3T3-HGL HSE-luciferase, MG132-induced, luminescence 8 h; active compounds read low | activity change, negative = inhibition, % at 7.5 µM (by protocol) | hit rate 0.77% among 300,000;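 active = more than half of replicate wells show activity change below -50%, luminescence cut by over half; inconclusive = some wells, but at most half, below -50%; inactive = no replicate well below -50%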;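 note: luciferase reports HSF-1 transcriptional activity via heat shock element; 0% = median of DMSO wells and -100% = zero luminescence signal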
The depositor's hits bear a star; ? = inconclusive; . = no result given.

SMILES	HIF activator	HSP90 inh	aSyn 5UTR inh	IEC-6 cytotox	KLF5 inhibitor	HSF-1 act	AI-2 QS modul	SKKanGAS inh	Platelet DG rel	HSF1 inh
O=C(NCCc1c[nH]c2ccccc12)C(=O)NCC1OCCN1S(=O)(=O)c1ccc(F)cc1 (stereo not given)	-0.4	-2	-6	2	-12	8	28	-1	4	4
Cc1ccc(CNC(=O)C(Cc2ccccc2)n2cccc2)cc1 (stereo not given)	-0.4	6	-14	1	-15	-11	27	8	0	4
Cc1cccc(NC(=O)c2ccc(N3CCOCC3)c([N+](=O)[O-])c2)n1	2.6	3	-115	4	-22	2	1	-10	5	7
Nc1ccc(C(=O)N/N=C/c2ccccc2)cc1	3.2	1	-140	1	-48	-2	26	-2	3	13
Cc1cc(C)cc(N(C(=O)c2snc(C(N)=O)c2N)C(C(=O)NCC2CCCO2)c2cccs2)c1 (stereo not given)	0.2	4	14	3	-7	-4	-1	-12	6	4
CCCCn1c(N)c(N(CCOC)C(=O)c2ccc(Br)o2)c(=O)[nH]c1=O	-0.2	.	-2	.	.	17	8	-6	2	10
CCOc1ccccc1NC(=O)CCC(=O)Nc1ccc2nc(N3CCN(C)CC3)cc(C)c2c1	0.1	-2	-10	3	-2	1	13	-4	9	-2
CN(C)S(=O)(=O)c1cc(NC(=O)CN2C(=O)NC3(CCCc4ccccc43)C2=O)ccc1Cl (stereo not given)	-0.8	2	-11	6	10	16	-60	1	2	20
Cc1ccc(NC(=O)c2cc(C)nc3ccccc23)c(C)c1	-1.4	-1	9	-3	-10	4	32	-4	-12	1
CC1=C2C3OC(=O)C(C)[C@@H]3CC[C@](C)(O)C2C2C3C4C5(C12)[C@H]1OC(=O)[C@@H](C)C1CC[C@]4(C)O[C@]5(C)[C@@H]3O (stereo not given in full)	-0.1	-3	5	-7	-15	-12	6	-3	-1	1
Cn1c(=O)c(C(=O)NC2CCCCCCC2)c(O)c2ccccc21	.	6	-166	2	-24	1	12	13	2	2
c1ccc(CNCCC(Cc2ccccc2)c2ccco2)cc1 (stereo not given)	0.0	2	-34	8	7	11	14	1	7	11
Cc1cc(NC(=O)CCC(=O)N(Cc2ccco2)C(C(=O)NC2CCCC2)c2ccccc2C)no1 (stereo not given)	-0.6	2	10	-2	0	-2	7	8	-1	-2
COc1ccc(/C=C2\OC(=S)N(C)C2=O)cc1	0.0	5	-15	3	28	3	-9	-2	-1	7
CCS(=O)(=O)Nc1c(C)n(C)n(-c2ccccc2)c1=O	0.1	3	-16	0	-13	14	43	-7	-2	9
CCn1c(SCC(=O)N(C)c2c(N)n(Cc3ccccc3)c(=O)[nH]c2=O)nc2ccccc21	0.2	2	-7	-4	-4	-2	20	-31	59*	6
COc1ccccc1NC(=O)CSc1nc2ccccc2c(=O)n1C	-38	6	14	0	-55	10	-4	6	-5	11
Cn1cc([N+](=O)[O-])c(C(=O)Nc2cc(Oc3cccnc3)cc([N+](=O)[O-])c2)n1	1.5	1	61	24*	1	142*	7	9	-3	114
Cc1ccccc1OCCC(=O)Nc1ccc(Cl)cc1F	0.0	-2	15	8	-13	7	-61	-4	22	-9
Cc1cc(S(=O)(=O)N2CCCCC2CCNC(=O)C(=O)NC2CC2)ccc1F (stereo not given)	0.4	.	3	.	.	-62	15	-3	3	?
COC(=O)CSc1nnc(CNc2ccc(OC)cc2)n1C	0.9	1	-11	-8	-12	-26	18	-1	-7	-31
Cc1ccc(-c2csc3ncnc(NCCN4CCOCC4)c23)cc1	2.1	3	2	2	-8	-4	-18	-3	1	-8
CCCCn1c(-c2ccccc2C)nc2cc3[nH]c(=O)c(C(C)C)nc3cc21	-0.2	-3	2	5	4	9	17	9	-1	2
O=[N+]([O-])c1ccc(NC(=S)N2CCN(c3ccccc3)CC2)cc1	-0.5	3	21	16	-20	11	9	-3	7	6
Cc1cc(C)nc(SCC(=O)OCC(=O)N(C)c2c(N)n(Cc3ccccc3)c(=O)[nH]c2=O)n1	0.2	-1	-9	6	11	1	11	1	27	-5
COc1ccc(-n2ccn(CC(=O)Nc3ccccc3OC)c(=O)c2=O)cc1	-0.1	-6	-10	-3	8	2	41	2	-1	0
CC(=O)NCCC(=O)Nc1cc(S(=O)(=O)N2CCOCC2)ccc1N1CCCC1	0.0	.	10	.	.	-11	16	0	11	-2
Cc1cccc(/C=N/n2c(COc3ccccc3)n[nH]c2=S)c1	-29	3	5	-14	-6	8	85	1	-3	1
OC(COc1ccc(Cl)cc1Cl)CN1CCc2ccccc2C1 (stereo not given)	2.4	-2	-4	-2	-19	26	26	6	2	4
C#Cc1ccc([C@H]2C=C(C(=O)N3CCN(Cc4ccccc4)CC3)O[C@@H](OCc3ccc(CO)cc3)C2)cc1	-0.5	2	-23	-7	0	4	-4	17	-3	-2
O=C(CSc1ncn[nH]1)Nc1ccc(S(=O)(=O)Nc2ncccn2)cc1	0.1	2	16	1	-19	-10	39	4	-2	0
COc1cccc(CNc2ncnc3cc(Cl)ccc23)c1	-0.6	0	-12	18	-4	-6	31	-1	-3	-2
COc1ccccc1/C=C/C1=NC(=C\C=C/c2ccccc2)/C(=O)O1	-0.1	5	14	0	-29	171*	33	.	19	133
O=C(Nc1ccc(N2CCN(C(=O)c3ccco3)CC2)cc1)c1cccs1	0.8	3	2	13	-41	-1	17	-4	4	-7
COc1cc(CN2C(=S)NC(C)(C)CC2(C)O)cc(OC)c1 (stereo not given)	-0.2	0	-6	0	-26	-12	4	-4	3	0
CCOc1ccc(N2C(=O)CC(Sc3nc(-c4cccs4)cc(C(F)(F)F)c3C#N)C2=O)cc1 (stereo not given)	-0.3	-6	5	-4	-18	12	16	8	-3	0
CCCC(NC(=O)COc1cc2c(c3oc(=O)c(C)c(C)c13)CCC(C)(C)O2)C(=O)O (stereo not given)	-24	4	2	-6	-24	-3	23	5	-13	-7
Nc1c(C(=O)c2ccccc2)oc2ccc(Br)cc12	2.7	-5	-256	-6	-107	63*	1	-8	6	29
CC(=O)Nc1ccc(OCC(O)CN2C(C)(C)CC(O)CC2(C)C)cc1 (stereo not given)	-10	-1	-13	2	15	4	13	-4	-24	3
Cc1ccc(C2(C)NC(=O)N(CC(=O)NNC(=O)c3cc(C)oc3C)C2=O)cc1 (stereo not given)	-1.1	.	5	.	.	-8	-79*	7	-2	1

Compound profiles, from the list above. Order of values: HIF activator	HSP90 inh	aSyn 5UTR inh	IEC-6 cytotox	KLF5 inhibitor	HSF-1 act	AI-2 QS modul	SKKanGAS inh	Platelet DG rel	HSF1 inh
Cc1cccc(/C=N/n2c(COc3ccccc3)n[nH]c2=S)c1 in the list: -29	3	5	-14	-6	8	85	1	-3	1
OC(COc1ccc(Cl)cc1Cl)CN1CCc2ccccc2C1 (stereo not given) in the list: 2.4	-2	-4	-2	-19	26	26	6	2	4

The results go on:
SMILES	HIF activator	HSP90 inh	aSyn 5UTR inh	IEC-6 cytotox	KLF5 inhibitor	HSF-1 act	AI-2 QS modul	SKKanGAS inh	Platelet DG rel	HSF1 inh
CC1CCCN(c2nc3c(c(=O)n(C)c(=O)n3C)n2CCSc2nc3ccccc3o2)C1 (stereo not given)	0.0	0	9	3	13	-14	27	-2	2	-4
CN(C)CCN(Cc1ccccc1)S(=O)(=O)c1csc(C(N)=O)c1	-0.7	-3	-7	-4	-34	2	22	-1	-10	-12
O=C(O)COc1ccccc1/C=N/NC(=O)c1cc(-c2ccc(F)cc2)nc2ccccc12	-0.4	17*	5	4	-38	-24	15	3	1	-9
Cc1cc(C)c(NC(=O)CCCN2CCCC2)c(C)c1	-0.2	3	-3	1	1	-8	5	2	-3	-4
CCOc1ccc(CCN2CN(CC)CNC2=S)cc1OCC	0.1	-4	5	2	-10	-2	0	-15	28	2
Cc1ccc(C)c(N2CCN(C(c3ccncc3)c3nnnn3Cc3ccccc3)CC2)c1 (stereo not given)	-0.4	2	28	5	-23	-4	35	-9	7	-1
Cc1ccc2occ(C(c3nnnn3Cc3ccccc3)N3CCOCC3)c(=O)c2c1 (stereo not given)	-0.2	2	19	5	-10	-6	19	-1	1	-3
CNCC(C)COc1ccccc1OCc1ccccc1 (stereo not given)	-0.7	-3	-25	3	-8	-6	17	0	2	-1
Cc1ccc(N(CCC#N)C(=O)COC(=O)c2cc(C)no2)cc1	-0.2	.	-4	.	.	-14	18	-2	-3	-5
CCNC(=S)N1CCn2cccc2C1c1ccc(F)cc1 (stereo not given)	-1.5	-5	-12	-8	-19	17	17	-2	34	-3
Cc1ccc(NC(=O)CN2C(=O)N/C(=C/c3ccccc3OCc3cccc(C(=O)O)c3)C2=O)cc1	-2.9	-3	-37	-3	-40	-33	26	17	-6	-17
CC(=O)C12CC(C)=C(C)CC1CC1C3CCC4=CC(=O)CCC4(C)C3CCC12C (stereo not given)	0.2	.	17	.	.	-4	11	26	9	-2
COc1ccc(/C(C)=N/Nc2ccc(C(=O)O)cc2)cc1OC	2.2	26*	-137	1	-113	-24	-6	5	-1	-17
CCCCNC(=S)Nc1ccc(-c2nc3ccc(C)cc3s2)cc1	0.4	3	-159	-7	-150	13	10	-12	-12	-16
CN(Cc1cccc(C(F)(F)F)c1)Cc1nc(-c2cnccn2)no1	1.4	-2	16	1	-19	5	19	-4	2	5
CCC(=O)N(Cc1cc2cc(OC)ccc2[nH]c1=O)c1cccc(C)c1	0.6	1	4	4	-13	13	29	-4	7	12
Nc1nc(NCCc2ccccc2)nc(NCCO)c1[N+](=O)[O-]	0.9	-4	53	6	-13	15	14	4	-3	2
NC1=NC2(CCCCC2)N(c2cccc(Cl)c2)C(N)=N1	0.0	1	13	-2	-33	8	4	22	0	-5
c1ccc(Cn2c(SCc3nc4ccccc4s3)nnc2-c2ccco2)cc1	.	3	.	2	-13	.	31	4	.	.
COc1ccc(CN2CCOCC2)cc1OC	-0.3	-3	-4	0	-21	9	12	0	-12	-1
CC(C)Cn1c(Br)nc2c1c(=O)n(CCC#N)c(=O)n2C	0.0	0	19	-4	-14	-17	5	1	9	-4
Cc1ccc(C(=O)CCC(=O)Nc2cccnc2)cc1C	1.1	-1	20	1	6	-5	7	-5	1	0
Cc1nc(NC(=O)CSc2cc(C)c3ccccc3n2)c(Cl)cc1Cl	-0.1	-2	-11	0	-18	11	28	8	9	-2
CCCCSCCCNC(=O)c1ccc(CS(=O)(=O)c2ccc(OC)cc2)o1	-15	-3	-8	-6	-27	13	-2	-7	-7	10
CCCSc1nnc(N2C(=O)CC(c3ccsc3)C3=C2CCCC3=O)s1 (stereo not given)	-0.1	-1	-9	0	9	35	30	7	-10	21
CC(C)OC(=O)NS(=O)(=O)c1cccc([N+](=O)[O-])c1	0.1	4	4	2	-25	9	24	-1	-1	-6
Cc1noc(NS(=O)(=O)c2ccc(NC(=O)c3cnc4n(c3=O)CCS4)cc2)c1C	0.1	-1	-9	-4	-41	0	10	5	-3	-3
O=C(NC1=NCCS1)c1cccc(N2C(=O)c3ccccc3C2=O)c1	-0.1	-1	12	1	-16	-5	-4	-12	-8	-2
Cc1ccc(NC(=O)CCNC(=O)c2ccco2)cc1F	0.7	-2	9	-1	6	7	13	-1	0	-2
